High-throughput results as filed in PubChem.
Nrf2 ARE act – activates Nrf2 signaling | AREc32 ARE-luciferase reporter (MCF7-derived line), luminescence, 24 h | Potency, µM (titrated, usually from 46.1 µM), without a hit: at the top dose activation, most hits filed as activators | actives 0.31% (n = 410,000); further: potency means the concentration at half of the fitted maximal effect; % of control where 0% means no effect; nearly all actives have a fitted effect of over 65% in size
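AREc32 cells carrying an ARE-driven firefly luciferase, 1000 cells/well in OPTI-MEM with 5% FBS, dosed after overnight attachment and incubated 24 hr at 37 deg C. Steady-Glo luminescence read after 30 min at RT.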
IL2 activator – IL-2 activation. IL-2 activation reporter assay, cell-based qHTS; stimulated with anti-CD3/CD4/CD28 beads; in transgenic mouse T cells. activation, % (series mostly up to about 46 µM). actives 0.065% (n = 360,000). AID 652025; in the data active means activation above about 50%; inconclusive means mostly about 30% to 49%; further: 0% is about no effect
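Screening format: compound pinned onto unstimulated transgenic mouse T cells, 60 min incubation, then anti-CD3/anti-CD4/anti-CD28 bead stimulation for 18 hours at 37 degrees C, followed by EGFP and DsRed detection.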
ATXN2 expr inh – inhibitors of ATXN2 expression; AID 1745845; HEK-293 ATXN2-luciferase reporter, luminescence, 24 h; Potency, µM (doses to about 57 µM), for the others: at the top dose activity change, negative = inhibition, most hits filed as inhibitors; actives 0.72% (n = 360,000); further: potency means the concentration at half of the fitted maximal effect; on the % scale 0 is the no-effect control and ±100 the full control effect; nearly all actives have a fitted effect of over 55% in size
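ATXN2-luciferase reporter cells (luciferase flanked by upstream and downstream ATXN2 gene portions) were treated 24 h at 37 °C with compounds at up to 57 uM. SteadyGlo luminescence gave expression; GF-AFC fluorescence gave viability.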
TGFb inhibitor – inhibitors of TGF-b signaling | HepG2 CAGA-GFP TGF-b/SMAD3 reporter, GFP fluorescence, 18 h; TGF-beta stimulated, 500 pg/mL final | Potency, µM (highest dose often 46.1 µM), for inactives: top-dose activity, negative = inhibition, usual class: inhibitors | actives 1.2% (n = 410,000); further: potency means the concentration at half of the fitted maximal effect; on the % scale 0 is the no-effect control and ±100 the full control effect; nearly all actives have a fitted effect of over 65% in size
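HEPG2 CAGA-GFP, 1000 cells/well; 2 h settle, 37 C; cpd via pin tool; TGF-b 500 pg/mL final; 18 h, 37 C; GFP imaging ex488/em500-530; %Activity normalised to -TGF-b and +DMSO controls; CRC fit, curve class.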
EPAC2 ag – activates human EPAC2 exchange factor; actives 0.079% (n = 360,000); Potency, µM (highest dose often 154 µM), inactives show at the top dose activation, actives largely listed as activators; Q8WZA2; EPAC2 activation, biochemical qHTS; response scale: 100% = 6.5 mM cAMP response; further: potency means the concentration at half of the fitted maximal effect; nearly all actives have a fitted effect of over 50% in size
Target sequence (Q8WZA2 whole entry, looked up): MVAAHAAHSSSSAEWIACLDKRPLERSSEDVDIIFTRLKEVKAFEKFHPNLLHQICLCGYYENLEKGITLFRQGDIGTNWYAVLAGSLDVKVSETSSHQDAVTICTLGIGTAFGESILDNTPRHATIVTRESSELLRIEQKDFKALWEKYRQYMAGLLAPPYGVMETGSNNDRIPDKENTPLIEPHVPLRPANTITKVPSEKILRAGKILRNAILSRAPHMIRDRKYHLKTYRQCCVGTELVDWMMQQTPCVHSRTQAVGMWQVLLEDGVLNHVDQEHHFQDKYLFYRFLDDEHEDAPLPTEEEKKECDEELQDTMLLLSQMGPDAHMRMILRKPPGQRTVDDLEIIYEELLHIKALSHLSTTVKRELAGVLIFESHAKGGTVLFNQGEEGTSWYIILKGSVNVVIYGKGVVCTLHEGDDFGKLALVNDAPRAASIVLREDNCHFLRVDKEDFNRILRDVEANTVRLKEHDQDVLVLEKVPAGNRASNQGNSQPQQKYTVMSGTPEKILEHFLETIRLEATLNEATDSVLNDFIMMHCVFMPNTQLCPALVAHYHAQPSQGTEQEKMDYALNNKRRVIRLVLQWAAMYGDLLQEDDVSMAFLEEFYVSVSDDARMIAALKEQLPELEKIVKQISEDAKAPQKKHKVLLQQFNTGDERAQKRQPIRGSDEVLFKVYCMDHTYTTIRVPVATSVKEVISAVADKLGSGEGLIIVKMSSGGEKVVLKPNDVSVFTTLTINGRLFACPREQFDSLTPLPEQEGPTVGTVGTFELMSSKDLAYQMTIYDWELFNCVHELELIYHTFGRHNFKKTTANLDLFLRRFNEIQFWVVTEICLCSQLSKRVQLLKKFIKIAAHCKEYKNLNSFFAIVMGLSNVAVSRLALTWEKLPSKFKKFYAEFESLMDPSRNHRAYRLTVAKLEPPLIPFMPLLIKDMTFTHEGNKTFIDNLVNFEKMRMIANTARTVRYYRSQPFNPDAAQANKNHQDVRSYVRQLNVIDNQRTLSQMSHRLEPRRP
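Setup: EPAC2 100 nM, labeled Rap1B complex 250 nM, free GDP 50 uM. Compound titrations pinned in, brief spin, 5 min room temperature incubation. Kinetic fluorescence read over 30 min, normalized to 6.5 mM cAMP.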
ATXN viability – reduces viability in counter-screen for ATXN expression inhibitors | S2 cells (HEK-293 line with an ATXN2-luciferase reporter) viability, CellTiter-Fluor protease fluorescence, 24 h | Potency, µM (doses to about 56.7 µM), hits mostly cytotoxic | actives 0.49% (n = 400,000); further: potency means the concentration at half of the fitted maximal effect; nearly all actives have a fitted effect of over 40% in size
HepG2 tox – kills HepG2 cells in TGF-b inhibitor counter-screen | HepG2 CAGA-GFP viability, ATP luminescence, 18 h | Potency, µM (highest dose often 46.1 µM), for inactives: at the highest dose activity change, negative = cytotoxicity, actives largely listed as cytotoxic | actives 0.76% (n = 410,000) | AID 588856; further: potency means the concentration at half of the fitted maximal effect; some results filed as inactive show a strong effect at the top dose
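CellTiter-Glo luminescence gave cytotoxicity after 18 hours at 37 degrees C. The cells were HepG2 CAGA-GFP in 1% FBS DMEM, stimulated with 500 pg/mL TGF-beta after compound addition. %Activity was normalised to no-cell wells (complete cell-killing) and DMSO (no toxicity), and curves were fitted and classified.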
Nrf2 block – inhibitors of Nrf2 signaling. A549 ARE-Fluc reporter, luciferase luminescence, 18-24 h. Potency, µM (series often up to 46 µM), inactives show top-dose activity change, negative = inhibition, actives largely listed as inhibitors. actives 2.1% (n = 360,000); further: potency means the concentration at half of the fitted maximal effect; on the % scale 0 is the no-effect control and ±100 the full control effect; nearly all actives have a fitted effect of over 60% in size
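A549 ARE_Fluc cells, 5000/well, 5% FBS OPTI-MEM; compounds in dose-response, 18-24 h at 37 °C/5% CO2; CellTiter-Fluor viability read (Ex 405/Em 525), then BugLite luciferase luminescence = Nrf2 activity.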
A549 viability – kills or reduces viability of A549 cells in Nrf2 counter-screen; A549 ARE-Fluc cells, CellTiter-Fluor viability, 18-24 h; Potency, µM (series often up to 46 µM), inactives show at the highest dose activity change, negative = cytotoxicity, hits mostly inhibitors; actives 0.16% (n = 390,000); AID 504648; further: potency means the concentration at half of the fitted maximal effect; on the % scale 0 is the no-effect control and ±100 the full control effect
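Cytotoxicity counterscreen: CellTiter-Fluor fluorescence was measured in A549 ARE_Fluc cells after 18-24 h of compound exposure in a concentration series. The subsequent BugLite luminescent read reports ARE-luciferase activity.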
* hit, by the source's call; i = inactive; ? = inconclusive; · = no result given; [ ] = dose if it differs, or a comment. Unless noted, the call rests on the fitted dose curve; in most records, active means well fitted curve in the direction sought with a large enough effect; inconclusive means small, poorly fitted or top-dose-only effect, or another doubt; inactive means no such curve, though single readings can be large; an effect the other way counts as inactive or inconclusive.

SMILES	Nrf2 ARE act	IL2 activator	ATXN2 expr inh	TGFb inhibitor	EPAC2 ag	ATXN viability	HepG2 tox	Nrf2 block	A549 viability
CC1CC(=O)N(CC(=O)Nc2cccc(F)c2)c2ccccc2S1(=O)=O (stereo not given)	0.4%	0.1	-14%	-14%	0%	i	5%	8%	1%
CCCOc1ccc(-c2nn(-c3ccccc3)cc2/C=C2\SC(=S)N(C3CCS(=O)(=O)C3)C2=O)cc1 (stereo not given)	-0.7%	-0.1	2%	-10%	?	i	-10%	10%	-5%
Cc1cnc2c(C(=O)O)cnn2c1	-0.5%	0.0	11%	-3%	-1%	i	17%	0%	-3%
O=C(O)c1ccc(-n2cccc2/C=C2/NC(=O)N(c3ccccc3)C2=O)cc1	0.5%	0.0	·	-2%	11%	i	22%	-7%	-9%
COc1cc(F)ccc1S(=O)(=O)n1c(C)nc2ccccc21	0.2%	0.3	·	?	2%	i	-14%	-16%	4%
COc1cc(Cn2c(-c3nonc3N)nc3ccccc32)ccc1C	-0.8%	-2.0	?	-28%	4%	?	-28%	-4%	-17%
Cc1ccccc1NS(=O)(=O)c1cc(C(=O)N2CCCC2)ccc1Cl	-0.2%	-3.6	-4%	-18%	9%	i	-11%	-9%	-8%
COCCNc1ccc(-c2nc(-c3ccncc3)no2)cc1[N+](=O)[O-]	8.9%	·	11%	3%	·	i	1%	-19%	5%
COc1ccccc1CNC(=O)c1cc2cc(C)ccc2n1C	0.5%	·	91%[activator]	-14%	·	?	2%	?	-2%
COCCn1c(-c2ccccc2F)n[nH]c1=S	5.1%	0.3	3%	21%	7%	i	2%	-1%	-8%
CCN=C(NCC)SC1CC(=O)N(CCc2ccccc2)C1=O (stereo not given)	0.4%	-3.2	-32%	4%	16%	i	9%	1%	1%
CCc1nc(SCc2ccc(Br)cc2)n[nH]1	0.2%	-3.2	83%[activator]	?	-2%	i	5%	?	0%
Cc1ccc2oc3c(c(=O)c2c1)C(c1cccc(O)c1)N(c1ccccn1)C3=O (stereo not given)	-0.2%	1.0	-15%	-6%	0%	i	1%	?	1%
Cc1ccccc1Cn1nc(C)c(NC(=O)C2(C)CC2(Cl)Cl)c1C (stereo not given)	2.2%	-0.7	-3%	12%	-4%	i	0%	3%	3%
Cc1nc(Nc2ccc(Cl)cc2Cl)sc1C(=O)Nc1ccccc1	2.1%	-2.4	-13%[11.3 µM]	?	10%	i	-2%	-10%	-6%

Looked up above.
CCN=C(NCC)SC1CC(=O)N(CCc2ccccc2)C1=O (stereo not given) @ HepG2 tox: 9%
Cc1ccccc1NS(=O)(=O)c1cc(C(=O)N2CCCC2)ccc1Cl @ TGFb inhibitor: -18%

Next part.
SMILES	Nrf2 ARE act	IL2 activator	ATXN2 expr inh	TGFb inhibitor	EPAC2 ag	ATXN viability	HepG2 tox	Nrf2 block	A549 viability
Cc1ccc(C)c(CN2C(=O)c3ccccc3S(=O)c3ccc(C(=O)N4CCN(c5ccccn5)CC4)cc32)c1 (stereo not given)	-0.5%	-2.9	-36%	15%	10%	?	-28%	?	?
CCc1ccccc1NC(=O)CC(NCc1ccccc1)C(=O)O (stereo not given)	-1.0%	1.8	·	-5%	7%	i	-63%	-1%	-3%
CC(C)C(=O)N1CCN(c2ccc(NC(=O)c3ccc4c(c3)OCCO4)cc2)CC1	-0.2%	2.1	-8%	-14%	3%	i	-29%	-21%	-4%
Cc1ccc(C(=O)N2C(=O)C(c3ccccc3)Oc3ccccc32)cc1 (stereo not given)	5.2%	0.7	-11%	0%	9%	?	7%	?	-22%
Cc1ccc(-c2nnc3ccccc3c2C(=O)Nc2ccc(C)c(F)c2)cc1	3.0%	·	·	-19%	·	·	-7%	-27%	-20%
Cc1ccc(-c2c(C(=O)Nc3ccccc3F)oc(=O)c3ccccc23)cc1	-0.4%	·	2%	-8%	·	i	-3%	·	-3%
COc1cc(NS(=O)(=O)c2ccc(NC(=O)c3cccnc3)cc2)ncn1	-0.1%	-0.9	1%	0%	-7%	i	8%	16%	4%
Cc1ccc(NC(=O)CSc2n[nH]c(-c3ccncc3)n2)c(C)c1	2.5%	0.7	1%	0%	10%	i	-10%	-12%	18%
CCOc1ccc(CNS(=O)(=O)c2ccc(-c3coc(C)n3)cc2)cc1OC	0.7%	·	-13%	-10%	·	i	-20%	·	-16%
O=C(Cn1cc(C(F)(F)F)ccc1=O)OCC(=O)c1ccc[nH]1	3.0%	0.1	2%	0%	16%	i	5%	5%	1%
Cc1cc(C)c(S(=O)(=O)c2cccc(Cl)c2)c(Cl)n1	0.3%	-0.3	-25%	-1%	13%	i	3%	-11%	2%
COC(=O)c1cc2sccc2n1Cc1c(C)cc(C)cc1C	-0.7%	·	5%	7%	·	i	6%	0%	1%
CCOc1ccc(/C=N/Nc2ccc(C(F)(F)F)cc2[N+](=O)[O-])cc1O	1.8%	2.4	-13%	-4%	-3%	i	6%	-16%	-18%
O=C(c1ccc(S(=O)(=O)NCc2ccco2)cc1)N1CCN(Cc2ccccc2F)CC1	22%	-2.9	6%	5%	12%	i	2%	?	?
O=C(CN1C(=O)CCC1=O)Nc1cccc2c1C(=O)NC2=O	0.1%	0.7	·	-9%	1%	i	9%	13%	10%
Cn1ncc([N+](=O)[O-])c1C(=O)N1CCCCCC1	-1.0%	-4.8	-3%	-2%	5%	i	-30%	2%	8%
CSc1ncnc2c1ncn2CCCNCC1CCCCC1	3.6%	-1.4	-12%	11%	2%	i	8%	·	·
Cc1nc(-c2ccc(F)cc2)sc1CCNC(=O)C(=O)Nc1ccc2c(c1)OCO2	0.7%	·	-3%	0%	·	i	1%	·	-13%
Cn1c(=O)c2cc(NC(=O)NCc3ccc(F)cc3)ccc2n1Cc1cccc(C(F)(F)F)c1	-0.2%[9.22 µM]	-0.5	-8%	-7%	-6%	i	-2%	·	·
O=C1NCCN(Cc2ccc(Cl)c(F)c2)C1CC(=O)N1CCCCO1 (stereo not given)	1.8%	-0.9	·	-43%	5%	i	-15%	8%	-1%
c1ccc(Nc2nc(-c3cccnc3)cs2)nc1	-0.4%	0.3	15%	8%	2%	i	-40%	?	0%
O=C(OCc1cc(=O)n2nc(-c3cccs3)sc2n1)c1ccc(Cl)cc1	12%	·	10%	-18%	·	i	-16%	14%	1%
Cc1cccc(NC(=O)CCCN2C(=O)c3cccc4cccc(c34)C2=O)c1	-0.1%	1.4	-24%	-9%	-4%	i	-4%	·	4%
CN(C(=O)c1cccc(C#CC(C)(C)O)c1)C1CCCN(Cc2ccccc2F)C1 (stereo not given)	0.7%	1.0	-16%	3%	7%	i	-2%	-13%	-3%
COc1ccccc1NC(=O)c1sc2ncn(Cc3ccccc3Cl)c(=O)c2c1C	0.5%	·	·	-7%	·	·	4%	·	3%
CCCc1cc2c(cc1NC(=O)c1ccccc1C)OCO2	-0.5%	0.7	-3%	1%	9%	i	-17%	?	-2%
CCOc1ccc2c(c1)[nH]c(=S)n2C	2.2%	3.5	25%	3%	4%	i	1%	0%	6%
Cc1cc(C)c(S(=O)(=O)Nc2nnc(C3CCCCC3)s2)c(C)c1	0.7%	0.0	-2%	2%	-4%	i	-19%	-22%	0%
COc1ccc(NC(=O)c2cnn3c(C(F)(F)F)cc(-c4ccco4)nc23)cc1OC	0.3%	0.1	2%	-14%	-12%	i	-6%	·	0%
CN(c1ncc(C(F)(F)F)cc1Cl)n1cc(C(N)=O)c2ccccc2c1=O	-1.2%	5.8	-2%	10%	9%	i	7%	13%	2%

Reprinted from the part before: 4 entries; new compounds follow.
SMILES	Nrf2 ARE act	IL2 activator	ATXN2 expr inh	TGFb inhibitor	EPAC2 ag	ATXN viability	HepG2 tox	Nrf2 block	A549 viability
CCOc1ccc2c(c1)[nH]c(=S)n2C	2.2%	3.5	25%	3%	4%	i	1%	0%	6%
Cc1cc(C)c(S(=O)(=O)Nc2nnc(C3CCCCC3)s2)c(C)c1	0.7%	0.0	-2%	2%	-4%	i	-19%	-22%	0%
COc1ccc(NC(=O)c2cnn3c(C(F)(F)F)cc(-c4ccco4)nc23)cc1OC	0.3%	0.1	2%	-14%	-12%	i	-6%	·	0%
CN(c1ncc(C(F)(F)F)cc1Cl)n1cc(C(N)=O)c2ccccc2c1=O	-1.2%	5.8	-2%	10%	9%	i	7%	13%	2%
CCCCN(C(=O)c1ccc(C#N)cc1)c1c(N)n(CCC)c(=O)[nH]c1=O	-0.7%	0.3	1%	-11%	11%	i	-4%	-11%	2%
CSc1nc(N)nc(SCC(=O)OC(C)C)c1C#N	15%	-3.2	20%	-4%	3%	i	-27%	4%	-4%
C=CCNC(=S)N/N=C1\CCS(=O)(=O)c2ccccc21	0.8%	-2.8	-5%	-4%	12%	i	-4%	-4%	1%
CCN1CCN(C(=O)CCNC(=O)Cn2ccc3ccccc3c2=O)CC1	-0.3%	-1.1	-4%	24%	-2%	i	-8%	?	?
CCOc1ccc(NS(=O)(=O)c2ccc(NC(=O)C3CC3)cc2)cc1	-0.1%	6.1	0%	18%	6%	i	0%	?	-5%
O=C1Nc2ccc(S(=O)(=O)N3CCOCC3)c3cccc1c23	3.2%	-3.3	10%	-15%	-7%	i	-9%	·	9%
COc1ccc(/C=C/C(=O)OC(C)C(=O)c2ccccc2)cc1OC (stereo not given)	0.1%	-0.7	7%	18%	3%	i	-13%	18%	-1%
COc1ccc(CC(=O)NCc2ccc3c(c2)OCO3)cc1	0.0%	0.1	6%	-4%	-3%	i	-4%	-11%	-10%
COc1ccc(C2c3ccc4ccccc4c3Oc3ncn(CCCN(C)C)c(=N)c32)cc1 (stereo not given)	-0.8%	-0.8	?	?	5%	?	-169%	14%	7%
COc1ccc(-c2noc(CCC(=O)NCCCN3CCN(c4ccc(F)cc4)CC3)n2)cc1	-0.2%	-0.6	-31%	-28%	3%	i	-39%	16%	-2%
